HEK cytotox: HEK 293 cell cytotoxicity | 6.6% of 94,000 active | HEK 293 viability, ATP luminescence (CellTiter-Glo), 48-72 h | AID 1345083 | Potency, µM (highest dose often 115 µM), without a hit: top-dose activity change, negative = cytotoxicity, hits mostly inhibitors; further: potency means the concentration at half of the fitted maximal effect; nearly all actives have a fitted effect of over 60% in size
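Read-out: CellTiter-Glo ATP luminescence. Cells: HEK 293, 250 cells/well. Exposure: 48 or 72 hr, 37 degree Celsius.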
GPT2 inhibitor: inhibitors of human GPT2 alanine aminotransferase. Recombinant GPT2, coupled pyruvate oxidase/HRP Amplex Red fluorescence. Potency, µM (doses to about 57.7 µM), for inactives: at the top dose activity change, negative = inhibition, usual class: inhibitors. 0.25% of 100,000 active. Q8TD30; further: potency means the concentration at half of the fitted maximal effect; nearly all actives have a fitted effect of over 60% in size; many of its hits are not listed in these tables
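Inhibition is scored from Amplex Red fluorescence generated when pyruvate oxidase and HRP act on pyruvate released by GPT2. Reactions contain 10ng/uL enzyme, 250uM a-KG and 2mM L-alanine and run 30 min at room temperature.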
NIH3T3 tox: NIH 3T3 cell cytotoxicity; AID 1345082; 4.3% of 94,000 active; Potency, µM (titrated, usually from 96.7 µM), inactives show at the highest dose activity change, negative = cytotoxicity, usual class: inhibitors; NIH 3T3 viability, CellTiter-Glo ATP luminescence, 48-72 h; further: potency means the concentration at half of the fitted maximal effect; nearly all actives have a fitted effect of over 55% in size
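Luminescent ATP readout (CellTiter-Glo, 10 min RT) after 48 or 72 hr compound exposure of NIH 3T3 cells seeded at 400 cells/well in 1536-well format; quantitative HTS.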
IP6K1 inhibitor: blocks human inositol hexakisphosphate kinase 1 | activity change, % (series mostly up to about 58 µM) | IP6K1 kinase, ADP-Glo luminescence, 2 h; hits give low values | 0.81% of 140,000 active | Q92551; in the data active means activity change below about -25%
Target sequence (Q92551 whole entry, looked up): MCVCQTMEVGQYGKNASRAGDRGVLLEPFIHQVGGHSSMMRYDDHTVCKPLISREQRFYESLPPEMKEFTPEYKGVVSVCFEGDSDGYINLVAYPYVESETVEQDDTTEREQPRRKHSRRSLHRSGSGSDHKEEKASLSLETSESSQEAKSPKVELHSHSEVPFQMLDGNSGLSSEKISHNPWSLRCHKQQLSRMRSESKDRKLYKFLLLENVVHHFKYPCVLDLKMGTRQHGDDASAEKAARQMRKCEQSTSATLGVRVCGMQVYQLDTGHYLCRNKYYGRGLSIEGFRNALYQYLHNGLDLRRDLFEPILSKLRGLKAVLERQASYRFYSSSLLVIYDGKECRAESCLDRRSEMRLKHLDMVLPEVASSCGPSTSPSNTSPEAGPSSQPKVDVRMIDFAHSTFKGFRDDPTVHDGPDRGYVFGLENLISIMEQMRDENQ
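ADP-Glo luminescence measures ADP made by human IP6K1 during a 2 h RT reaction with ATP/IP6 (mix at 1.3 mM/130 uM); top library doses 57.5 and 19.1 uM final.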
SNCA expr inh: inhibitors of alpha-synuclein (SNCA) gene expression | HEK-293 SNCA-luciferase knock-in, luminescence, 24 h | 0.17% of 140,000 active | Potency, µM (series often up to 57.2 µM), inactives show top-dose activity change, negative = inhibition, hits mostly inhibitors;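 further: potency means the concentration at half of the fitted maximal effect; plate controls were DMSO cells for no effect and cell-free wells for full effect; nearly all actives have a fitted effect of over 45% in size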
FLuc inh: inhibitors of firefly (Photinus pyralis) luciferase | P08659 | 2.5% of 76,000 active | purified P. pyralis luciferase, luminescence, biochemical | AID 1347043 | Potency, µM (top dose mostly 115 µM), for inactives: at the top dose activity change, negative = inhibition, hits mostly inhibitors; further: potency means the concentration at half of the fitted maximal effect; nearly all actives have a fitted effect of over 65% in size
Target sequence (P08659 whole entry, looked up): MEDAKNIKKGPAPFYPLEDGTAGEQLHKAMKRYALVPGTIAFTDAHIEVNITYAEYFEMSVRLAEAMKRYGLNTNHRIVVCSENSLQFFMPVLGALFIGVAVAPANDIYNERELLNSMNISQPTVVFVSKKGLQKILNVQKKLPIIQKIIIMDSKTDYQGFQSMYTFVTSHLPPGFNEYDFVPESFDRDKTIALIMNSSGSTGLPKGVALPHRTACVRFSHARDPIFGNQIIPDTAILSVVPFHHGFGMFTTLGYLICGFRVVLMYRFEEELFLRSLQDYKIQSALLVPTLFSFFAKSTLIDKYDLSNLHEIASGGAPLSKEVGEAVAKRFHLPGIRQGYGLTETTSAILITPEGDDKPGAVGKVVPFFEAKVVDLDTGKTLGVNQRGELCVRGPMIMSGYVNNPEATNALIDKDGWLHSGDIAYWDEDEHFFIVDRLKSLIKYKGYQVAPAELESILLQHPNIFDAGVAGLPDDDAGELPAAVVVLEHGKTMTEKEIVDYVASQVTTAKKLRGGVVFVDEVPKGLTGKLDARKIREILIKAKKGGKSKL
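Luminescence read by CCD imager after adding enzyme (10nM final) to wells holding compound, titrated in qHTS. Substrates 10uM each D-luciferin and ATP; buffer 50mM Tris acetate pH 7.5, 10mM Mg acetate, Tween-20, BSA.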
HEK293 viab: reduces viability of HEK-293 SNCA reporter cells; HEK-293-SNCA-luc viability, GF-AFC fluorescence, 24 h; Potency, µM (series often up to 57.1 µM), for the others: at the highest dose activity change, negative = cytotoxicity, actives largely listed as cytotoxic; 0.12% of 150,000 active; AID 1671193;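 further: potency means the concentration at half of the fitted maximal effect; 0% = DMSO-treated cells and -100% = medium-only wells without cells; nearly all actives have a fitted effect of over 30% in size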
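HEK-293-SNCA-luc cells (1500/well) plated 24 h, then exposed 24 h to a dilution series; GF-AFC added 30 min at 37C, fluorescence 405/540 nm; normalised to medium-only and DMSO wells, Hill fit.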
The depositor's hits bear a star; i = inactive; ? = inconclusive; · = not tested or not shown; & = joins results of further samples; [ ] = dose if it differs, or a comment. Unless noted, the call rests on the fitted dose curve; in most records, active means well fitted curve in the direction sought with a large enough effect; inconclusive means small, poorly fitted or top-dose-only effect, or another doubt; inactive means no such curve, though single readings can be large; an effect the other way counts as inactive or inconclusive. Unless noted, on the % scale 0 is the no-effect control and ±100 the full control effect.

SMILES	HEK cytotox	GPT2 inhibitor	NIH3T3 tox	IP6K1 inhibitor	SNCA expr inh	FLuc inh	HEK293 viab
CCOC(=O)[C@H]1C[C@]2(CCCCN(C)C2=O)N(C(=O)c2ccccc2)[C@H]1c1ccco1	?	·	?	-10	·	·	·
CCCCN(Cc1ccccc1)S(=O)(=O)c1ccc2c(c1)CCN2C(=O)C1CCC1	·	·	·	5	8%	·	1%
CCn1c(=O)c2sccc2n2c(CCCC(=O)N3CCN(c4ccc(F)cc4)CC3)nnc12	·	·	·	11	0%	·	-8%
CNC(=O)c1ccc(Nc2cc(Nc3ccccc3S(=O)(=O)C(C)C)c3cc[nH]c3n2)nc1	·	-7%	·	·	?	·	?
CS(=O)(=O)N1C[C@H]2CCN(Cc3ccccc3C(F)(F)F)C[C@H]21	?	-30%	-29%	14	?	-11%	-7%[12.5 µM]
C=CCNC(=O)CCc1c(C)nn(-c2ccc(F)cc2)c1Oc1ccccc1C	?	3%	?	-6	-12%	-1%	3%
COc1ccc(C(=O)NCc2cc(C(C)C)no2)cc1OC1CCN(C)CC1	·	2%	·	18	·	·	-7%
COc1ccc(C)cc1NC(=O)Cn1cccc1-c1nc(-c2ccc3c(c2)OCO3)no1	?	-12%	40µM*	-10	13%	-11%	-1%
COc1ccc(OC)c(S(=O)(=O)N2CCCC(CO)CCNC(=O)CC2)c1 (stereo not drawn)	i	i	1%	-13	14%	8%	7%
COc1ccc(NC(=O)c2cc(S(=O)(=O)N3CCCCC3)c[nH]2)cc1Cl	·	·	·	3	-13%	·	-2%
CC(NC(=O)Cc1ccc(N(Cc2cccc(F)c2)C(=O)c2ccco2)cc1)c1ccccc1 (stereo not drawn)	?	i	?	-3	-10%	-4%	?
COc1ccc(N2CCN(C(=O)CNS(=O)(=O)c3ccc(Br)s3)CC2)cc1	·	·	·	19	-15%	·	5%
COC(=O)C[C@H]1C(C)(C)[C@H](OC(C)=O)C2CC3=C4CC(=O)O[C@@H](c5ccoc5)[C@]4(C)CCC3[C@@]1(C)C2=O (stereo partly drawn)	·	i	·	2	·	·	-15%[23.9 µM]
CCOC(=O)c1c(S(=O)(=O)N2CCCC(C(=O)Nc3cc(C)ccn3)C2)c(C)n(C)c1C (stereo not drawn)	·	·	·	18	4%	·	-18%
CCC(=O)N1CCc2cc(Br)cc(S(=O)(=O)N3CCCC(C(=O)Nc4ccc(OC)c(Cl)c4)C3)c21 (stereo not drawn)	·	·	·	26	3%	·	17%
Cc1ccccc1NC(=O)N(C)CC1CCOCC1	-3%	-4%	i	16	-11%	2%	-6%
O=C(Nc1ccc(F)cc1)c1ccc2c(c1)OCCN(CCC(F)(F)F)C2	?	1%[88.5 µM]	?	-7	27%[87.6 µM]	?	-14%[87.6 µM]
CCN1Cc2nc(OC)c(CNC(=O)c3cc(C4CC4)[nH]n3)cc2C1=O	?	-19%	?	8	1%	-5%	3%
N#Cc1ccc(CN2CCCCC23Cc2ccccc2CNC3=O)cc1 (stereo not drawn)	?	1%	?	-11	-18%	·	-16%
CC(C)(C)C(=O)N1CC[C@@H](CC(=O)O)[C@@H](CCN2CCOCC2)C1	1%[172 µM]	i	-9%[138 µM]	6	-15%[87.6 µM]	-4%[172 µM]	7%[87.6 µM]
COc1cccc(-c2cc(C(=O)NC(C)C)c3cnn(C)c3n2)c1	?	·	?	0	·	·	·
Cc1ccc(-c2nc3c(c(SCC(=O)Nc4ccccc4Cl)n2)Cc2c(CO)cnc(C)c2O3)cc1	·	·	·	-4	5%	·	10%
O=C(c1ccccc1F)N1CCC2(CC1)N(c1ccccc1)C(=O)CS2(=O)=O	1%	3%	-27%	-6	-10%	5%	3%
COc1ccc(OCC2CN(Cc3cccc(F)c3)[S+](=O)([O-])c3cccnc3O2)cc1 (stereo not drawn)	28µM*	i	?	0	-3%[25.6 µM]	·	-6%[23.9 µM]
CC(C)(CC(=O)O)CC(=O)N[C@H]1C[C@H]2C(=O)Nc3ccccc3C(=O)N2C1	-13%[172 µM]	-2%[88.5 µM]	-25%[174 µM]	-4	-4%[87.6 µM]	-24%[172 µM]	-9%[87.6 µM]
CC[C@@]1(O)CCN(C(=O)c2ccc(CSc3ccccc3)o2)C[C@H]1O	i	1%[11.5 µM]	i	18	5%	2%	-1%
COc1ccc(-c2cc(N3CCCN(C(=O)Cc4c[nH]c5ccccc45)CC3)n[nH]2)cc1	?	?	?	2	-14%	-10%	-20%
O=C(N[C@H]1CO[C@H]2[C@@H]1OC[C@@H]2n1nnnc1Oc1ccccc1)c1ccc(C(F)(F)F)cc1	?	i	?	-1	?	-3%	-18%
O=C(O)c1cccc(S(=O)(=O)N2CCc3ccccc3C2)c1	·	i	·	1	·	·	-4%
O=C(c1ccc2nnc(-c3cc(F)ccc3F)n2c1)N1CCOCC1	4%	-1%	-11%	7	18%	·	-7%
COCC1CN(C(=O)c2ccc(C)s2)CC12CCOCC2 (stereo not drawn)	-19%	i	i	22	3%	-1%	-7%
CC(=O)Nc1cccc(C(=O)N2CCCN(c3cc(-c4ccc(Br)cc4)[nH]n3)CC2)c1	?	i	?	-10	2%	-11%	2%
CC(CNC(=O)c1ccc2c(c1)nc1n2CCCCC1)c1ccccc1 (stereo not drawn)	·	·	·	-8	65%[activator]	·	14%
COc1nccnc1NC1CCN(C(=O)Cc2cccs2)CC1	-5%	3%	-33%	-5	-25%	-7%	4%
Cc1ccc(-c2nn(CC(=O)Nc3cccc(C(F)(F)F)c3)c(=O)c3ccccc23)cc1	·	·	·	-10	20%	·	1%
O=C(CCNS(=O)(=O)c1ccc2c(c1)CCN2C(=O)C1CC1)Nc1ccc(F)cc1F	·	·	·	4	2%	·	-1%
COc1ccc(C(=O)N2CC3CC(C2)[C@H]2CCCC(=O)N2C3)cn1 (stereo partly drawn)	-2%	i	1%	4	1%	1%	-1%
CNc1nccc(N2CCC(CC(=O)N(C)Cc3cn(C)nc3C)CC2)n1	?	i	?	9	6%	-2%	-21%
Cc1ccc(C)c(N2CCN(C(=O)c3nn(C)c4c3CS(=O)(=O)c3ccccc3-4)CC2)c1	·	·	·	-11	-24%	·	-9%
CCN1CCN(C(=O)C2CCCN2C(=O)c2cccc(-c3cccc(OC)c3)c2)CC1 (stereo not drawn)	-21%	-6%	-14%	1	15%	·	?
CCOc1ccc(C(=O)c2cnc3ccc(Cl)cc3c2S(=O)(=O)c2ccc(C)cc2)cc1	·	·	·	-6	7%	·	2%
COc1ccc(-c2nc3ccccc3o2)cc1NC(=O)c1ccc(-c2ccc(C)c(Cl)c2)o1	·	·	·	-6	-6%	·	10%
O=C(NC1CCCC1)c1csc(N2CCN(c3ccccc3F)CC2)n1	?	i	25µM*	-5	?	-12%	-12%
Cc1nn(C)c(C)c1CCC(=O)N1CCN(C(=O)N2CC3CC(C2)[C@H]2CCCC(=O)N2C3)CC1 (stereo partly drawn)	21%	2%	i	22	-23%	-3%	5%
COc1ccc(CC2=NN3C([C@@H](CCc4ccccc4)[C@@H](C)O)=NC(C)C3C(=O)N2)cc1OC (stereo partly drawn)	·	i	·	·	103%[activator]	·	-17%
COc1ccc(OC)c(CCNC(=O)c2cc3cccc4c3n2CCS4)c1	·	·	·	10	-11%	·	11%
CCOC(=O)[C@H]1[C@@H](O)C(=O)NC12CCN(C(=O)c1ccc(C)cc1)CC2	-3%	·	?	3	·	·	·
COCC(=O)N1CCCN(Cc2cccnc2)c2ccccc21	?	i	-4%	-5	39%[activator]	-3%	-9%
CC(CCc1ccccc1)NC(=O)CN1C(=O)NC(c2ccccc2Cl)C2=C1COC2=O (stereo not drawn)	?	i	?	-2	-27%	14%	-1%
COc1ccc(C)cc1NC(=O)CN1C(=O)COc2ccc(S(=O)(=O)N3CCC(C)CC3)cc21	·	·	·	12	5%	·	14%
CC(C)n1c(C2CCCN(C(=O)Cc3ccccc3)C2)nn(C)c1=O (stereo not drawn)	?	i	?	11	23%	·	-18%
O=C(C1CCCC1)N1CCN(Cc2ccccc2-c2ccccc2F)CC1	?	i	?	5	-6%	·	2%[12.5 µM]
CCCN1C(=O)CCc2cc(NC(=O)NCCCOC)ccc21	-24%	1%	-16%	4	3%	4%	15%
CSc1cccc(NC(=O)c2cnn(-c3ccc(F)cc3)c2-n2cccc2)c1	·	·	·	26	?	·	4%
NC(=O)c1cccc(-c2cccc(OC(=O)NC3CCCCC3)c2)c1	·	i	·	·	66%[activator]	·	-8%
CNC(=O)CN(C)C(=O)[C@H]1CN(Cc2ccccc2)C[C@H]1C(=O)O	-1%	-4%	-1%	11	0%	-5%	0%
O=C1NCc2ccccc2CC12CCN(Cc1ccnc3ccccc13)CC2	-9%	-5%	-11%	-3	-8%	·	-8%
CC(C)N(C)Cc1nnnn1CC(=O)NCCn1ncc2ccccc2c1=O	-6%	-10%	1%	-3	-19%	-1%	5%
c1cncc(O[C@H]2COCCN(C3CCC3)C2)c1	?	1%[88.5 µM]	50µM*	5	7%[87.6 µM]	5%[230 µM]	4%[87.6 µM]
CC(C)CCN1CCC(N2CCN(C(=O)CCCc3ccccc3)CC2)C1=O (stereo not drawn)	?	i	-22%	26	67%[activator]	-12%	1%

Profiles, looked up by structure. Values in the order: HEK cytotox | GPT2 inhibitor | NIH3T3 tox | IP6K1 inhibitor | SNCA expr inh | FLuc inh | HEK293 viab
Record of COc1ccc(C)cc1NC(=O)CN1C(=O)COc2ccc(S(=O)(=O)N3CCC(C)CC3)cc21 : · | · | · | 12 | 5% | · | 14%
Record of c1cncc(O[C@H]2COCCN(C3CCC3)C2)c1 : ? | 1%[88.5 µM] | 50µM* | 5 | 7%[87.6 µM] | 5%[230 µM] | 4%[87.6 µM]
Record of CCCN1C(=O)CCc2cc(NC(=O)NCCCOC)ccc21 : -24% | 1% | -16% | 4 | 3% | 4% | 15%
Record of O=C1NCc2ccccc2CC12CCN(Cc1ccnc3ccccc13)CC2 : -9% | -5% | -11% | -3 | -8% | · | -8%

Additional records follow.
SMILES	HEK cytotox	GPT2 inhibitor	NIH3T3 tox	IP6K1 inhibitor	SNCA expr inh	FLuc inh	HEK293 viab
CCCS(=O)c1ccc2nc(NC(=O)OC)[nH]c2c1 (stereo not drawn)	·	2%	·	-15&20	-28%	·	-1%
CNC(=O)c1noc2c1CN(CC1(O)CNCCOC1)CC2 (stereo not drawn)	2%	-9%	0%	-2	-6%	5%	-10%
CCOC(=O)CNc1nc(Oc2ccc(=O)n(C)n2)nc(N(CC)CC)n1	·	·	·	6	0%	·	6%
COc1ccc(CNC(=O)CN2C(=O)CSc3ccc(S(=O)(=O)N4CCCC4)cc32)cc1	·	·	·	-1	-2%	·	-4%

Some of the compounds tested. The share of hits here may be higher or lower than overall.
